H9c2 TAG inh = triacylglycerol accumulation inhibition; actives 0.66% (n = 230,000); H9c2 cells, Nile Red lipid (TAG) fluorescence; cells loaded with 200 µM oleic acid; inhibition, % at 12.5 µM;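 active = pattern-corrected inhibition of lipid staining of at least 50% with the nuclear-stain viability signal not falling by more than 50%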;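 also: 0% = DMSO wells and 100% = triacsin C control wells; some results filed as inactive read as strong as hits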
H9c2 TAG inh DAPI viability = further read-out of H9c2 TAG inh, marked with its call; DAPI nuclei signal change (viability), lower = more cytotoxic, %;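 whole-well DAPI fluorescence read on a plate reader as a viability signal; minus 50 percent equals half of cells still viable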
* marks the source's active call; other numbers are inactive results; & = joins results of further samples.

Each structure is followed by: H9c2 TAG inh	H9c2 TAG inh DAPI viability
CC(OC(=O)c1ccc(Cl)cc1)C(=O)NCc1ccc2c(c1)OCO2 (stereo not given)
    19	0
CN(CC(=O)NCc1ccc(F)cc1)CC(=O)Nc1ccc(Cl)c(C(F)(F)F)c1
    -11	0
COCCn1c(SCC(=O)NCc2ccco2)nc2cccnc21
    -5	-10
CC(=O)Oc1ccc2c(=O)oc(-c3ccccc3)nc2c1
    7	-4
Cc1cc(C)nc(Nc2nc(C(N)Cc3ccc(C(F)(F)F)cc3)cs2)n1 (stereo not given)
    16	7
CC1CCCCC1NC(=S)NC(=O)c1sc2ccccc2c1Cl (stereo not given)
    3	-4
CCOC(=O)C1CCN(C(=O)c2cc(S(=O)(=O)N3CCc4ccccc43)ccc2OC)CC1
    -6	1
O=C(CSc1ccccn1)Nc1ccc(Cl)cn1
    -12	6
CC(C)(C)OC(=O)N(CCc1ccccc1)Cc1cccc(OCc2cccc(NC(=O)c3ccccc3)c2)c1
    -5	-1
Cc1ccnc(NS(=O)(=O)c2ccc(N3C(=O)Nc4ccccc4N3O)cc2)c1
    -9	-3
Cc1ccc(OCC(=O)Nc2cc(S(=O)(=O)N3CCOCC3)ccc2Cl)c([N+](=O)[O-])n1
    11	-12
Cc1noc(C)c1COc1ccccc1C(=O)N1CCN(S(=O)(=O)c2cccc(Cl)c2)CC1
    0	-2
O=C(CSc1ncnc2ccccc12)Nc1ccc2c(c1)OCCO2
    -7	5
O=C(NC1CCN(Cc2ccccc2)CC1)c1ccc2c(c1)OCCCO2
    4	-2
O=c1c2ccccc2nc(-c2ccco2)n1/N=C/c1ccccc1O
    -39	2
CC(C)CCn1c(CN2CC(C)OC(C)C2)nc2c1c(=O)n(C)c(=O)n2C (stereo not given)
    6	0
CCCCOc1ccc(C(O)C(CN2CCOCC2)c2ccccc2)cc1 (stereo not given)
    -5	3
Cc1ccccc1NC(=S)NCC1CCN(C(C)c2ccccc2)C1 (stereo not given)
    -7	4
O=C(Nc1ccc2c(c1)OCO2)c1cc(C2CCCCN2C(=O)CCCc2ccccc2)on1 (stereo not given)
    -7	-3
C=CCOc1ccc(C[C@H](N)C(=O)NC[C@H]2O[C@@H](n3cnc4c(N)ncnc43)[C@H](O)[C@@H]2O)cc1
    -12	-1
CCN1CCN(C(=O)Nc2cc(Cl)ccc2OC)CC1
    6	6
CSc1sc(-c2nnc(SCC(=O)Nc3ccc(Cl)cc3)n2C)c2c1C=CCC2
    -2	-10
COc1cc(C(=O)N2CCCCC2c2cc(C(=O)Nc3ccccc3Cl)no2)cc(OC)c1C (stereo not given)
    1	-9
C=COC(=O)c1sc2nc(C)cc(C)c2c1N
    7	44
COc1cc(CNCc2ccc(OC)cc2OC)cc(OC)c1
    -3	5
COc1ccccc1NC(=O)c1ccc2c(c1)nnn2C
    4	-5
CN(C)c1ccc(CNC(=O)c2cc(S(=O)(=O)N3CCCC3)cn2C)cc1
    4	0
COc1ccc2nc(N=NC3=C(O)CC(C)(C)CC3=O)sc2c1
    -2	11
Cc1cc(-c2cccc(Br)c2)c(C#N)c(N)n1
    2	6
Nc1cc(C(=O)O)ccc1Nc1ccc(F)c(F)c1
    -1	10

Each structure is followed by: H9c2 TAG inh	H9c2 TAG inh DAPI viability
CC(=O)N1N=C2/C(=C/c3ccccc3)CCCC2C1c1ccccc1 (stereo not given)
    -7	4
Cc1ccc(C(=O)c2nc(C(=O)NCCO)nc3ccccc23)cc1
    3	-2
Cn1c(NCC(O)c2ccccc2)nc2c1c(=O)n(Cc1ccc(Cl)cc1)c(=O)n2C (stereo not given)
    23	-12
CCOC(=O)c1ccc(-n2c(C)nc3c(cnn3-c3ccccc3C)c2=O)cc1
    29	-7
CCOC(=O)C1=C(COC(=O)/C=C/c2cc(OC)c(OC)c(OC)c2)NC(=O)NC1C (stereo not given)
    2	3
O=C(CC12CC3CC(CC(C3)C1)C2)Nc1nncs1
    -5	5
COc1cc(/C=C/C(=O)OCc2csc(CC(=O)Nc3ccc(C)cc3)n2)ccc1OCC#N
    -27	9
O=C(O)COCC(=O)Nc1ccc(-n2cnnn2)cc1
    -3	9
CCOc1ccc2nc(N=NC3=C(O)CC(C)(C)CC3=O)sc2c1
    6	-10
COc1ccc2cc3c(N)nn(C(=O)c4cccc(F)c4)c3nc2c1
    13	2
CN=C(C)/C(C(=O)OC)=C(/O)c1c(F)cccc1F
    -2	-4
O=C(NCC(=O)N(Cc1cccs1)C(C(=O)NC1CCCC1)c1ccncc1)c1ccco1 (stereo not given)
    -7	0
C/C(=N\NC(=O)COc1ccc([N+](=O)[O-])cc1)c1ccco1
    4	-2
Cc1ccc(CN2[C@@H](Cc3ccccc3)C(=O)CS2(=O)=O)cc1
    1	0
CCCCn1nc2cc(C(=O)NCc3ccc(OC(F)(F)F)cc3)ccc2c1OC
    -6	1
CS(=O)(=O)N(CC(=O)NCCSc1ccccn1)c1ccc(F)cc1
    -4	6
O=S(=O)(NCCc1nc2ccccc2[nH]1)c1ccccc1
    -10	4
COc1ccc(CNC(=O)CSc2ncn[nH]2)cc1
    -22	-2
CCOc1ccccc1NC(=O)c1ccccc1-c1nc(-c2ccccc2)no1
    -5	-27
O=C(N/N=C/c1c[nH]c2ccc(Br)cc12)C1CC1
    -5	12
O=[N+]([O-])c1ccc(N2CCSCC2)cc1O
    2	-7
CCC1CCCCN1c1ccc([N+](=O)[O-])cc1/C=N/NC(=O)Cn1c2ccccc2c(=O)c2ccccc21 (stereo not given)
    28	-15
N#Cc1ccccc1OCC(=O)NCC(c1ccc(F)cc1)N1CCOCC1 (stereo not given)
    -11	1
c1csc(CNc2ccn3nc(-c4ccc(OCCN5CCOCC5)cc4)cc3n2)c1
    18	32
C[C@H](CO)N1C[C@H](C)[C@@H](CN(C)S(=O)(=O)c2ccc3ccccc3c2)OCc2cn(nn2)CCCC1=O
    12	-2
C=CCOc1ccc(C(=O)CC)cc1OC
    -22	6
COc1ccc2cc(CCNC(=O)c3ccc(Br)o3)c(=O)[nH]c2c1
    -4	-8
CC(=O)Nc1ccc(C(=O)NC(C)c2ccc(-n3ccnc3)cc2)cc1 (stereo not given)
    1	-1
CC1CCCCN1c1nc2nonc2nc1N1CCCCC1C (stereo not given)
    12	-10
CCOC(=O)/C(C#N)=C/Nc1cc(F)ccc1C
    10	-12

Some of the entries so far, bar-delimited:
compound | H9c2 TAG inh | H9c2 TAG inh DAPI viability
CCOc1ccc2nc(N=NC3=C(O)CC(C)(C)CC3=O)sc2c1 | 6 | -10
COc1ccc2cc3c(N)nn(C(=O)c4cccc(F)c4)c3nc2c1 | 13 | 2
CN=C(C)/C(C(=O)OC)=C(/O)c1c(F)cccc1F | -2 | -4
O=C(NCC(=O)N(Cc1cccs1)C(C(=O)NC1CCCC1)c1ccncc1)c1ccco1 (stereo not given) | -7 | 0
C/C(=N\NC(=O)COc1ccc([N+](=O)[O-])cc1)c1ccco1 | 4 | -2
Cc1ccc(CN2[C@@H](Cc3ccccc3)C(=O)CS2(=O)=O)cc1 | 1 | 0
CCCCn1nc2cc(C(=O)NCc3ccc(OC(F)(F)F)cc3)ccc2c1OC | -6 | 1
CS(=O)(=O)N(CC(=O)NCCSc1ccccn1)c1ccc(F)cc1 | -4 | 6
O=S(=O)(NCCc1nc2ccccc2[nH]1)c1ccccc1 | -10 | 4
COc1ccc(CNC(=O)CSc2ncn[nH]2)cc1 | -22 | -2
CCOc1ccccc1NC(=O)c1ccccc1-c1nc(-c2ccccc2)no1 | -5 | -27
O=C(N/N=C/c1c[nH]c2ccc(Br)cc12)C1CC1 | -5 | 12
O=[N+]([O-])c1ccc(N2CCSCC2)cc1O | 2 | -7
CCC1CCCCN1c1ccc([N+](=O)[O-])cc1/C=N/NC(=O)Cn1c2ccccc2c(=O)c2ccccc21 (stereo not given) | 28 | -15
N#Cc1ccccc1OCC(=O)NCC(c1ccc(F)cc1)N1CCOCC1 (stereo not given) | -11 | 1
c1csc(CNc2ccn3nc(-c4ccc(OCCN5CCOCC5)cc4)cc3n2)c1 | 18 | 32
C[C@H](CO)N1C[C@H](C)[C@@H](CN(C)S(=O)(=O)c2ccc3ccccc3c2)OCc2cn(nn2)CCCC1=O | 12 | -2
C=CCOc1ccc(C(=O)CC)cc1OC | -22 | 6
COc1ccc2cc(CCNC(=O)c3ccc(Br)o3)c(=O)[nH]c2c1 | -4 | -8
CC(=O)Nc1ccc(C(=O)NC(C)c2ccc(-n3ccnc3)cc2)cc1 (stereo not given) | 1 | -1
CC1CCCCN1c1nc2nonc2nc1N1CCCCC1C (stereo not given) | 12 | -10
CCOC(=O)/C(C#N)=C/Nc1cc(F)ccc1C | 10 | -12

Next section
Each structure is followed by: H9c2 TAG inh	H9c2 TAG inh DAPI viability
O=C(CCc1nc2ccccc2[nH]1)Nc1ccccc1
    4	-12
CC(C)c1onc(C(=O)N2CCC(C(N)=O)CC2)c1[N+](=O)[O-]
    -2	2
O=C(O)c1ccc(C=NN2CCCCCC2)cc1
    -3	-1
O=S(=O)(Cc1ccccc1)NCCc1cccc(Cl)c1
    -1	0
COc1ccc(N(CC(=O)NC2CCCC2)C(=O)c2csnn2)cc1
    -17	12
Cc1ccc(NC(=S)NCc2ccc3[nH]c4c(c3c2)CCCC4)cc1
    -8	-4
O=C(O)c1cccnc1SC1CC(=O)N(c2ccccc2)C1=O (stereo not given)
    10	-8
CC1=C(C(=O)O)N2C(=O)C(NC(=O)c3ccn(C)n3)C2SC1 (stereo not given)
    -2	0
N#CC1C(=O)NC(N2CCN(c3ccccc3)CC2)=NC12CCCCC2 (stereo not given)
    11	-3
Cc1nc(NC(=S)NC(=O)COc2ccccc2Cl)ccc1Br
    -7	10
O=C(Cn1cnc2ccc(Cl)cc2c1=O)NC1CCS(=O)(=O)C1 (stereo not given)
    7	-3
Cc1sc(N/N=C/c2cccnc2)nc1-c1ccc(Cl)cc1
    26	0
CCCC[C@H](CC(=O)c1ccccc1)[C@@H](OC(C)=O)C(=O)Oc1c(C(C)C)cccc1C(C)C
    -35	1
Cc1csc(SCCn2c(N3CCCC3)nc3c2c(=O)[nH]c(=O)n3C)n1
    -21	3
COc1ccc([C@H]2C[C@@H](O)[C@H](n3cc(COC(=O)c4ccccc4)nn3)CN2Cc2cccs2)cc1
    -6	2
COc1ccc(NC(=O)CCc2nc(-c3ccccc3F)no2)cc1
    -4	6
O=C(CN1CCc2ccccc2C1)Nc1cccc(S(=O)(=O)N2CCOCC2)c1
    -21	-1
O=C(CNCc1ccco1)Nc1cc(S(=O)(=O)N2CCOCC2)ccc1N1CCCC1
    -3	-4
O=C(NCc1cccs1)c1cc2c(s1)-c1ccccc1OC2
    -14	112
O=C(NNC(=O)c1ccco1)c1cccc([N+](=O)[O-])c1
    6	0
N#CCC(=O)N/N=C/c1cn(Cc2ccc(Cl)cc2Cl)c2ccccc12
    -9	2
Cc1cc(C)cc(NS(=O)(=O)c2ccc3[nH]cc(C(=O)NCc4ccco4)c(=O)c3c2)c1
    15	-15
CN(Cc1ccccc1Cl)C(=O)CNC(=O)C12CC3CC(CC(C3)C1)C2
    -11	-3
Cc1ccc(NC(=O)c2cc(N3C(=O)C4CC=CCC4C3=O)ccc2N2CCCCC2)cc1 (stereo not given)
    8	-6
Nc1ccc(-c2cc(NC=O)c3ncc(-c4cccc(C(F)(F)F)c4)n3c2)cn1
    16	-14
COc1ccc(/C=C/c2cc(O)cc(O[C@@H]3O[C@H](CO)[C@@H](O)[C@H](O)[C@H]3O)c2)cc1O
    -29	10
O=C1NC(=Nc2ccccc2)S/C1=C\c1ccccc1
    -13	8
Cc1ccc(OCc2nc(C#N)c(N3CCCC3)o2)cc1
    -61	-2
COc1ccc(C(CNC(=O)c2c(C)nn(Cc3ccc(C)cc3)c2Cl)N2CCOCC2)cc1 (stereo not given)
    6	-9
Cc1nsc2c1ccc1ccccc12
    12	-7

Each structure is followed by: H9c2 TAG inh	H9c2 TAG inh DAPI viability
CC(C)c1ccc(NC(=O)Nc2nc(C(N)C(C)C)cs2)cc1 (stereo not given)
    112	-86
Cc1ccc(OCCC(=O)OCC(=O)Nc2ccc3c(c2)OCCO3)cc1
    10	1
CC(=O)N1c2ccccc2S(=O)(=O)c2c1ccc1ccccc21
    -1	-3
Cc1ccc(C(=O)NN(CCC#N)C2=NS(=O)(=O)c3ccccc32)cc1
    8	2
Cc1nnc(SCc2cc(=O)n3[nH]cnc3n2)s1
    13	-8
O=C1c2ccccc2-c2nc3ccccc3n21
    -5&12	2&-10
Cc1ccccc1OCCC(=O)OCC(=O)Nc1ccc(C(N)=O)cc1
    -1	1
Cc1nnc(SCc2cccc([N+](=O)[O-])c2)s1
    0	8

These rows are one share of the data; rates above refer to the full screens.
